Pf growth 48h: P. falciparum growth inhibition at 48 hours (one generation) | AID 504832 | Potency, µM (highest dose often 28.7 µM), for inactives: top-dose activity change, negative = inhibition, hits mostly inhibitors | P. falciparum luciferase growth in erythrocytes, 48 h | 310,000 compounds, 5.9% hits
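Read-out is firefly luciferase luminescence from an integrated reporter in P. falciparum, so falling signal marks reduced parasite growth. Infected erythrocytes were at 2% hematocrit and 0.1% parasitemia (final) in Albumax-supplemented RPMI 1640.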
Sm TGR inh: S. mansoni TGR enzyme inhibition; Potency, µM (titrated, usually from 114 µM), for inactives: at the top dose activity change, negative = inhibition, actives largely listed as inhibitors; purified TGR, DTNB reduction, TNB absorbance 405 nm; 360,000 compounds, 3% hits; Q962Y6; further: nearly all actives have a fitted effect of over 60% in size
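First, TGR (20 nM dispensed) and NADPH were mixed with compound. Second, a 15 min room-temperature incubation followed. Third, further NADPH and then DTNB were added to start the reaction. Finally, TNB absorbance was monitored kinetically.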
Pf growth 96h: P. falciparum growth inhibition at 96 hours. Potency, µM (titrated, usually from 28.7 µM), for inactives: at the highest dose activity change, negative = inhibition, hits mostly inhibitors. 320,000 compounds, 6.9% hits. AID 504834. P. falciparum luciferase reporter growth, 96 h
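Infected RBCs, 2% Hct / 0.05% parasitemia final; luciferase-reporter P. falciparum; cpd 96 h, 37 C, 5% CO2; luciferase detection reagent; luminescence.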
HCV inhibitor: HCV inhibition; Huh7.5.1 HCVcc-Cre infection, luciferase reporter, 44 h; Potency, µM (titrated, usually from 41.8 µM), inactives show top-dose activity change, negative = inhibition, usual class: inhibitors; 340,000 compounds, 3.4% hits
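A cell-based infection assay in which seeded cells (1,000 per well) receive test compound after 4 h, are inoculated with HCVcc-Cre at approximately 0.5 moi, and are incubated 44 h before luminescence detection.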
LmPK inhibitor: LmPK (Leishmania mexicana) enzyme inhibition; purified LmPK, Kinase-Glo ATP luminescence, 1 h; 290,000 compounds, 0.37% hits; Potency, µM (highest dose often 57.5 µM), for the others: at the highest dose activity change, negative = inhibition, actives largely listed as inhibitors
Target sequence (Q27686 whole entry, looked up): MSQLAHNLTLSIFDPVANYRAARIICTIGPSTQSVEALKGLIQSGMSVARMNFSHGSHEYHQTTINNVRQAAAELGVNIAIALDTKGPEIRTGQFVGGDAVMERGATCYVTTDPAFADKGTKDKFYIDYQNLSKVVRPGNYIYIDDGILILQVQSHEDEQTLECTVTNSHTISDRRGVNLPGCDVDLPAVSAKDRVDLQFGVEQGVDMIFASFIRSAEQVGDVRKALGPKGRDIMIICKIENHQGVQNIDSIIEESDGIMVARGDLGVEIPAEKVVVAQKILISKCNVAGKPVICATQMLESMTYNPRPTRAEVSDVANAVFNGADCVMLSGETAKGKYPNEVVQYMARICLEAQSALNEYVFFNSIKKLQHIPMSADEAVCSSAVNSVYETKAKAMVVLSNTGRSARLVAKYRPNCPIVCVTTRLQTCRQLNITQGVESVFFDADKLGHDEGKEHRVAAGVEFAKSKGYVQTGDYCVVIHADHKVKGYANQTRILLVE
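Screened at intermediate enzyme activity to detect both inhibitors and activators: LmPK at 0.1 nM, with a 0.5 nM enzyme column as activation reference. PEP 0.5 mM, ADP 0.1 mM; ATP detected by luminescence after 1 h.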
Tb PYK inh: T. brucei pyruvate kinase inhibition. AID 624173. 410,000 compounds, 0.12% hits. Potency, µM (doses to about 76.8 µM), for the others: top-dose activity, negative = inhibition, actives largely listed as inhibitors. TbPYK enzyme, Kinase-Glo Plus ATP luminescence, 45 min; further: nearly all actives have a fitted effect of over 50% in size
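Activity of T. brucei pyruvate kinase was followed by Kinase-Glo Plus luminescence after the enzyme reacted 45 min at room temperature with 130 uM ADP (final) and substrate. Test compounds were added before ADP at multiple concentrations.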
* hit, by the source's call; ? = inconclusive; . = no result given; & = joins results of further samples; [ ] = another dose, or the depositor's remark. The call rests on the fitted dose curve; in most records, active means well fitted curve in the direction sought with a large enough effect; inconclusive means small, poorly fitted or top-dose-only effect, or another doubt; inactive means no such curve, though single readings can be large; an effect the other way counts as inactive or inconclusive. On the % scale 0 is the no-effect control and ±100 the full control effect; potency means the concentration at half of the fitted maximal effect.

compound	Pf growth 48h	Sm TGR inh	Pf growth 96h	HCV inhibitor	LmPK inhibitor	Tb PYK inh
C=CCN1C(=O)c2ccc(C(=O)N(C)CC(=O)Nc3ccc(Br)cc3C)cc2C1=O	0%	-8%	10%	3%	.	4%
O=C(O)c1cc2ncc(-c3[nH]ncc3[N+](=O)[O-])cn2n1	17%	4%	?	2%	-2%	4%
Cc1ccc(S(=O)(=O)Nc2nc3ccccc3nc2N2CCc3ccccc3C2)cc1	66%[activator]	6%	70%[activator]	-3%	6%	0%
Cc1ccc(C)c(NC(=O)CSc2nnc(C)c(=O)n2N)c1	-1%	-1%	0%	0%	-4%	-4%
Cc1cc(OCC(=O)OCC(=O)N(C)Cc2ccccc2C)ccc1Cl	?	-1%	-22%	-19%	.	-3%
COc1ccccc1-n1ccnc1SCC(=O)NC(C)(C)C	-7%	-7%	?	-2%	-3%	-1%
C#CCNC(=O)C1=C[C@@H](c2coc3ccccc3c2=O)C[C@@H](OCc2ccc(CO)cc2)O1	-17%	-13%	?	15%	5%	4%
N#Cc1nc(COc2ccccc2F)oc1NCCCn1ccnc1	17%	25µM*	12%	-5%	2%	-1%
CCOC(=O)c1cccc(NC(=O)Cn2cc3c(n2)CCC(C)C3)c1 (stereo not given)	2%	-8%	247%[activator]	-9%	1%	-3%
CC(=O)N1CCc2ccc(S(=O)(=O)N3CCN(C)CC3)cc21	12%	-5%	3%	16%	4%	-2%
COc1cccc(CN2CCN(Cc3cc(OC)c(OC)cc3[N+](=O)[O-])CC2)c1	?	-8%	64%[activator]	-14%	-9%	12%
COCCN(C(=O)COC(=O)c1cccc2ccccc12)c1c(N)n(Cc2ccccc2)c(=O)[nH]c1=O	0%	0%	27%	.	-2%	-12%
Cn1cc(CC(=O)NCCCN2CCOCC2)c2ccccc21	-7%	7%	42%[activator]	24%	-2%[11.5 µM]	0%
CCN(CC)CCn1c(NCc2ccco2)nc2ccccc21	-16%	-25%	-37%	17%	-4%	-3%
c1coc(CN2CN=C(Nc3nc4ccccc4s3)NC2)c1	29%	-12%	17%	-2%	3%	-2%
Cc1ccc(CNC(=O)C(Cc2ccccc2)NS(=O)(=O)c2ccc(Br)s2)cc1 (stereo not given)	?	-1%	39%[activator]	?	2%	12%
O=C(O)c1ccc(N/N=C/c2ccc(F)c(F)c2)cc1	258%[activator]	-3%	174%[activator]	30%[activator]	-17%	-1%
O=C(CN1CCN(c2cccc(Cl)c2)CC1)NC1CCCc2ccccc21 (stereo not given)	9%	-1%	6%	-9%	1%	-5%
CSc1cccc(NS(=O)(=O)c2ccc3c(c2)oc(=O)n3C)c1	.	0%	12µM*	-18%	3%	-2%
COc1ccc(-c2ccc(SCC(=O)Nc3cccc(C(C)=O)c3)nn2)cc1OC	?	0%	?	8.9µM*	1%[11.5 µM]	0%
COc1ccc(-n2nnc3c(SCC(=O)Nc4ccc5c(c4)OCCO5)ncnc32)cc1	8%	5%	.	.	7%	.
O=C(CN1C(=O)N/C(=C\c2ccccc2OCc2ccc(C(=O)O)cc2)C1=O)Nc1ccccc1F	6%	-23%	-20%	8%	4%	3%
Cc1cc(Nc2ccccc2C(=O)O)nc2nc3ccccc3c(=O)n12	?	13%	25%	10%	4%	-6%
COCCNC(=O)CN1CCOc2ccccc21	.	-17%	?	-9%	1%	-5%
O=c1ccc(-c2ccc(S(=O)(=O)Nc3cccc(F)c3)o2)n[nH]1	?	?	-1%	16%	-5%	3%
COc1ccc(C2c3c(oc4c(C)cc(C)cc4c3=O)C(=O)N2Cc2cccnc2)cc1OC (stereo not given)	0%	8%	9.3µM*	1%	8%	.
Cc1ccc(NC(=O)c2cc(C(=O)c3cc(Cl)ccc3O)cn(-c3ccc(C)cc3)c2=O)cc1	0.33µM*	-1%	0.19µM*	?	1%	-11%
O=C(c1cnn2ccccc12)N1CCc2ccccc21	.	2%	?	6%	5%	1%
CC(=O)Nc1cccc(C(=O)N/N=C/c2cccnc2)c1	10%	9%	-18%	22%	-6%	0%
CN(C(=O)COC(=O)c1cc(-c2ccc(Cl)s2)nc2ccccc12)C1CCS(=O)(=O)C1 (stereo not given)	13%	-3%	-28%	10µM*	5%	-1%
CC(COC(=O)c1ccccc1)(COC(=O)c1ccccc1)/[N+]([O-])=C/c1ccccc1	13%	-2%	29%	8%	4%	12%
O=C(Cn1c(=O)cnc2ccccc21)NCC(=O)Nc1ccc(F)c(F)c1	13%	6%	-3%	12%	.	-2%

Sorted by number of heavy atoms (descending): three of the compounds above.
compound	Pf growth 48h	Sm TGR inh	Pf growth 96h	HCV inhibitor	LmPK inhibitor	Tb PYK inh
CC(COC(=O)c1ccccc1)(COC(=O)c1ccccc1)/[N+]([O-])=C/c1ccccc1	13%	-2%	29%	8%	4%	12%
COc1cccc(CN2CCN(Cc3cc(OC)c(OC)cc3[N+](=O)[O-])CC2)c1	?	-8%	64%[activator]	-14%	-9%	12%
CC(=O)Nc1cccc(C(=O)N/N=C/c2cccnc2)c1	10%	9%	-18%	22%	-6%	0%

Further structures follow.
compound	Pf growth 48h	Sm TGR inh	Pf growth 96h	HCV inhibitor	LmPK inhibitor	Tb PYK inh
CCOC(=O)c1cc(-c2ccccc2)sc1NC(=O)C(C)(C)C	9.3µM*	13%	?	-20%	-6%	7%
COc1ccccc1NC(=O)CSc1nc(=O)n(CCN2CCOCC2)c2c1CCC2	-4%	2%	13%	-18%[8.37 µM]	.	3%
O=C1NC(=O)C(c2ccccc2)(c2ccccc2)N1	?	2%&-25%&-2%	2%&-1%&-3%	0%[8.37 µM]	4%&1%&4%	1%&-15%&1%
Oc1ccc(C=Nc2cccc3ncccc23)c(O)c1	-5%	-3%	?	?	0%	1%
Cc1c(C(=O)NCC2COc3ccccc3O2)oc2ccc(S(=O)(=O)N3CC(C)CC(C)C3)cc12 (stereo not given)	8.3µM*	0%	.	?	-6%	1%
CNS(=O)(=O)c1cc(-c2nnc(Nc3ccc(CC(N)=O)cc3)c3ccccc23)ccc1C	7.4µM*	11%	30%	11%	-1%	-5%
O=C(NCCCN1CCOCC1)C(=O)NCC1CCCO1 (stereo not given)	16%	-13%	?	7%	-1%	2%
COc1ccccc1CCC(=O)N(Cc1ccccc1)c1c(N)n(Cc2ccccc2)c(=O)[nH]c1=O	?	-13%	8.3µM*	1.1µM*	-5%	-16%
CCSc1nnc2n(N)c(=O)c3ccccc3n12	21%	-14%	35%[activator]	.	-3%	.
Cc1ccc(S(=O)(=O)N2CCC(C(=O)OCC(=O)N(C)CC(=O)Nc3ccc(F)cc3)CC2)cc1C	48%[activator]	-1%	7%	?	.	4%
O=C(Nc1ccccc1N1CCCC1)c1ccc2ccccc2c1	10%	-4%	?	?	7%	0%
COP(=O)(/C=C/c1ccccc1)C(O)c1ccc(F)cc1 (stereo not given)	4%	2%	.	3%	3%	3%
NC(=O)CC(NC(=O)c1ccc(Br)cc1)c1ccc(NCc2ccc(F)cc2)c([N+](=O)[O-])c1 (stereo not given)	6%	26%	1%	?	5%	2%
CC(NCc1ccccc1Cl)C(O)c1ccccc1 (stereo not given)	9.3µM*	-4%	7.4µM*	5%	0%	8%
O=C(NNC(=O)C1CCCCC1)c1cnccn1	-4%	9%	26%	30%[activator]	3%	3%
Cc1ccc(N2C(N)=C(C#N)C(c3cccnc3)C3=C2CCCC3=O)cc1 (stereo not given)	?	-19%	?	-7%	6%	-12%
CCCOc1ccc(/C(CC)=N/NC(=O)C2(C)CC2(Br)Br)cc1 (stereo not given)	?	-2%	-26%	4%	4%	5%
Cc1ccccc1N(CC(=O)NCCSc1ccccn1)S(=O)(=O)c1ccccc1	?	11%	10µM*	14%	4%	4%
COc1ccc(OCC(=O)Nc2ccccc2OC)cc1	.	13%[11.4 µM]	?	-4%	1%	3%
CC1(C)CC(=O)C2=C(C1)Nc1ccccc1N1C(=O)c3ccccc3C21 (stereo not given)	-24%	2%	.	0%	11%	-2%
CCOCC(O)CNC(=O)c1ccc2nc(Cc3ccc(OC)c(OC)c3)oc2c1 (stereo not given)	-9%	4%	-20%	0%	2%	-6%
CC1CCC(NC(=O)Cn2c(=O)[nH]c3ccsc3c2=O)CC1 (stereo not given)	115%[activator]	10%	?	0%	8%	-5%
Cc1nnc(Sc2cc(NCCO)c([N+](=O)[O-])c3nonc23)s1	?	?	30%[activator]	?	-2%	-7%
CC1(C)CC(=O)CC(C)(C)N1OC(=O)c1ccncc1	8%	-8%	?	-5%	5%	1%

Next part; it opens with the 4 that closed the last part.
compound	Pf growth 48h	Sm TGR inh	Pf growth 96h	HCV inhibitor	LmPK inhibitor	Tb PYK inh
CCOCC(O)CNC(=O)c1ccc2nc(Cc3ccc(OC)c(OC)c3)oc2c1 (stereo not given)	-9%	4%	-20%	0%	2%	-6%
CC1CCC(NC(=O)Cn2c(=O)[nH]c3ccsc3c2=O)CC1 (stereo not given)	115%[activator]	10%	?	0%	8%	-5%
Cc1nnc(Sc2cc(NCCO)c([N+](=O)[O-])c3nonc23)s1	?	?	30%[activator]	?	-2%	-7%
CC1(C)CC(=O)CC(C)(C)N1OC(=O)c1ccncc1	8%	-8%	?	-5%	5%	1%
CCc1ccc(C(=O)NNc2cc(Cl)cc(Cl)c2)cc1	?	4%	-19%	-14%	6%	2%
CNC(=S)NNC(=O)c1cn(C)nc1C	?	6%	?	7%	1%	-4%
O=C(CSc1nnc(CN2CCCCC2)n1-c1ccccc1)c1ccc2c(c1)OCO2	-16%	2%	?	-11%	2%	-1%
O=C(CCNC(=O)c1ccccc1)NCc1ccccc1F	68%[activator]	-2%	49%[activator]	-4%	.	4%
S=C(Nc1ccccc1)N1N=CCC1c1ccccc1 (stereo not given)	43%[activator]	4%	.	?	-1%	-8%
CCn1nc(CC(=O)Nc2ccc(-n3cnnn3)c(OC)c2)c2ccccc2c1=O	?	7%	92%[activator]	-15%	3%	0%
O=C(NCC1CCCCC1)c1cc(S(=O)(=O)N2CCCCC2)ccc1Cl	-10%	4%	?	?	.	-2%
Cc1cccc(NC(=S)NCC(c2cccnc2)N2CCOCC2)c1 (stereo not given)	-6%	-11%	28%	-5%	3%	-8%
COc1ccc(CCNC(=O)c2n[nH]c3ccccc23)cc1	-16%	-10%	-2%	-22%	1%	5%
Cc1nn(S(=O)(=O)c2cccc([N+](=O)[O-])c2)c(C)c1Br	-5%	.	10%	?	3%	-3%
Cc1ccc(S(=O)(=O)Nc2ccccc2C(=O)Nc2sccc2C(=O)NN(C)C)cc1	8%	-24%	?	-12%	-2%	-1%
COC(=O)CCCC1=CC2=C(c3ccccc3)C(=O)C(C)(OC(=O)C3CCCC3)C(=O)C2=CN1C1CC1 (stereo not given)	?	?	?	5%	-1%[11.5 µM]	2%
COc1cccc(C(=O)N(CN2CCCC2=O)c2cc(C)on2)c1	-13%	-12%	26%	15%	-6%	2%
CC(C)(C)n1nc2c(c1NC(=O)c1ccccc1S(=O)(=O)C(F)F)CS(=O)(=O)C2	?	-13%	?	18%	1%	8%
O=C1CC(NNc2nc3ccccc3s2)C(=O)N1c1ccccc1 (stereo not given)	37%[activator]	-32%	52%[activator]	5%	0%	6%
O=C(NCCS(=O)(=O)NC1CCCCC1)c1ccc2c(c1)OCO2	0%	-7%	30%[activator]	16%	.	5%
COc1ccc(CCNc2cc(C)[nH]c(=O)c2)cc1OC	29%	-16%	3%	10%	-25%	-4%
Cc1ccc(-c2c[n+](CC(=O)N3c4ccccc4Sc4ccccc43)c3n2CCC3)cc1	3.7µM*	8%	?	7%	4%	-3%

Source: PubChem
